CSM14.1 death rescue: rescue of cells from ER stress-induced death, primary screen, 384-well, CSM14.1, thapsigargin, ATP luminescence (AID 1222); CSM14.1 thapsigargin-induced death rescue, ATP luminescence; higher % means a stronger effect; cellular ATP content (survival), % at 20 µM, or EC50 in µM where a hit was titrated; 190,000 tested, under 10 active;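 active means EC50 below 50 µM in the dose-response confirmation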;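 further: death triggered by thapsigargin at about 15 µM added after 2 h compound pretreatment; cell ATP read after overnight thapsigargin exposure of roughly 18 to 22 hours; normalized against plate controls of thapsigargin alone and 5% DMSO vehicle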
Insulin prom up: insulin promoter activators in MIN6 cells, imaging, high-content screening, mouse beta cells; hit rate 0.3% among 190,000; AID 1625, 2009; z-score at 5 µM; MIN6 insulin promoter-GFP reporter; hits give high values;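 active means z-score above 3 at 5 µM with at least 500 cells counted in the well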
P. falciparum M1AAP: P. falciparum M1AAP inhibitors, biochemical, fluorogenic H-Leu-NHMec substrate, 1536-well (AID 1445) | inhibition, % at 30 µM; hits with a dose series show IC50 in µM | recombinant M1AAP, H-Leu-NHMec fluorogenic kinetic assay; higher % means a stronger effect | hit rate 0.42% among 220,000 | Aminopeptidase N (Plasmodium falciparum (isolate 3D7));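 active means primary inhibition above the hit cutoff, then over 50% inhibition at one or more dose response concentrations, cut at about 23% in these data, passing the limit was not always enough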;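 further: plate controls were DMSO full reaction for no effect and no enzyme background for full effect; strong numbers were not always called active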
M17LAP inhibition: P. falciparum M17LAP inhibitors, primary screen, biochemical, fluorogenic H-Leu-NHMec substrate, 1536-well (AID 1619); Leucine aminopeptidase (Plasmodium falciparum (isolate 3D7)); recombinant M17LAP, H-Leu-NHMec fluorogenic kinetic assay; higher % means a stronger effect; inhibition, % at 30 µM; hits with a dose series show IC50 in µM; hit rate 0.38% among 220,000;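 active means compound inhibiting the enzyme by more than half at any dose during confirmatory dose-response retesting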;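 further: plate controls were full reaction with DMSO carrier for no effect and no enzyme background for full effect; strong numbers were not always called active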
Dynein cargo inh: inhibitors of GR-EGFP nuclear translocation, primary screen, dynein cargo transport inhibitor project, imaging, high-content, 3617.4 mouse cells; hit rate 0.47% among 220,000; AID 1381, 2008; test concentration mostly 20 µM; stimulated with dexamethasone, 1 µM; hits give low values; z-score, hits read low;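 active means plate z-score of nuclear minus cytoplasmic receptor signal below a set negative limit, without overly bright fluorescence or cell loss, cut at about -3.5 in these data, passing the limit was not always enough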;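 further: z-score of nuclear minus cytoplasmic ring GR-EGFP intensity difference per well; some compounds called inactive have numbers as strong as hits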
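Buffer or medium: tetracycline-free induction medium containing charcoal-stripped FBS / Reagent: dexamethasone agonist, 1.0 µM final, for 30 min / Technique: automated 10x imaging of fixed Hoechst-stained cells / Times: induction 48 h, compound 1 h, agonist 30 min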
bCat nuc transl: modulators of beta-catenin nuclear translocation, primary screen, imaging, HeLa cells, immunofluorescence, high-content; hit rate 0.3% among 190,000; AID 1665, 2009; nuclear translocation activity, % at 5 µM;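 active means nuclear translocation activity above 50% at 5 µM, with a well cell count of 50 or more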;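 further: per-cell ratio of nuclear to cytoplasmic median beta-catenin stain intensity; plate controls were DMSO negative control for no effect and GSK-3 inhibitor IX positive control for full effect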
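System: Human HeLa cells, endogenous beta-catenin | Compound dosing: 5 µM primary, 0.02–20 µM confirmation | Timing: 24 h compound exposure at 37°C, 5% CO2 | Measured by: Fluorescence imaging of beta-catenin antibody stain plus DAPI | Read-out basis: % activation of per-cell nuclear versus cytoplasmic median beta-catenin signal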
MT stabilize HCS: microtubule stabilizers in HeLa cells, primary screen, imaging, high-content imaging. HeLa tubulin immunostaining HCS, 24 h; share of cells brighter than vehicle mean+2SD. % tubulin-high responders, % at 10 µM. hit rate 0.83% among 200,000. AID 2205, 2009;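 active means plate Z-score above 3 for both tubulin-high and condensed-nucleus cell shares, with cell loss under 80%, at 10 µM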;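 further: anti alpha tubulin signal scored within the nucleus-defined area of each cell; some results filed as inactive read as strong as hits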
Autophagy mod: autophagy modulators in MEF cells, primary screen, imaging, high-content, MEF GFP-LC3. MEF GFP-LC3 puncta imaging; test concentration mostly 10 µM. calls only at 10 µM (by protocol). hit rate 0.98% among 190,000. AID 463193, 2010;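 active means percentage of spot-positive cells more than 3 SD above its plate mean, without a fluorescence outlier flag or 80% toxicity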;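 further: spot-positive cell cutoff set from DMSO-treated cells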
UTI89 phage lysis: inhibition of K1F phage lysis, E. coli UTI89, bacterial capsule biogenesis inhibitors, alamar blue (AID 488966) | E. coli UTI89 K1F phage lysis, alamar blue, 2 h; higher % means a stronger effect | inhibition, % at 100 µM; hits with a dose series show IC50 in µM | hit rate 0.02% among 340,000;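 active means phage lysis inhibition, versus mean bacterial control, above a set limit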;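 further: capsule biogenesis inhibitors block K1F phage lysis so surviving cells raise fluorescence; higher fluorescence means more inhibition of phage lysis; actives were called in the ten point dose series up to 300 µM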
Dynein cargo inh cytoplasmic EGFP: also measured in Dynein cargo inh; calls as there; z-score; measured here: cytoplasmic GR-EGFP intensity; hits give high values
Dynein cargo inh nuclear GR-EGFP: also measured in Dynein cargo inh; calls as there; z-score; measured here: nuclear GR-EGFP intensity;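 lower value marks the stronger effect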
Dynein cargo inh cell count: also measured in Dynein cargo inh; calls as there; z-score; measured here: cell count per field
Insulin prom up cell count: also measured in Insulin prom up; calls as there; cell count; measured here: cytotoxicity, nuclei count;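 total cells summed across four imaged fields per well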
bCat nuc transl cell count 5 µM: recorded beside bCat nuc transl, whose call it bears; cell count; measured here: cell count, cytotoxicity flag
MT stabilize HCS Hoechst-high %: recorded beside MT stabilize HCS, whose call it bears; % Hoechst-high responders; measured here: nuclear condensation Hoechst responders;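 share of cells brighter than vehicle mean plus two SD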
MT stabilize HCS cytotoxicity %: recorded beside MT stabilize HCS, whose call it bears; toxicity, %; measured here: cytotoxicity by cell density;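 0% = mean cell density of plate MIN control wells and 100% = no cells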
Autophagy mod cell loss 18 h: also measured in Autophagy mod; calls as there; toxicity, %; measured here: cell loss, nuclei count;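 cell loss after 18 h compound exposure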
An asterisk follows results filed as active; i = inactive; nt = no result given; [ ] = another dose, or the depositor's remark.

SMILES	CSM14.1 death rescue	Insulin prom up	Insulin prom up cell count	P. falciparum M1AAP	M17LAP inhibition	Dynein cargo inh	Dynein cargo inh cytoplasmic EGFP	Dynein cargo inh nuclear GR-EGFP	Dynein cargo inh cell count	bCat nuc transl	bCat nuc transl cell count 5 µM	MT stabilize HCS	MT stabilize HCS Hoechst-high %	MT stabilize HCS cytotoxicity %	Autophagy mod	Autophagy mod cell loss 18 h	UTI89 phage lysis
Cc1cc(C(=O)N=Nc2c(O)n(C)c3ccccc23)c(C)o1	-2.4%	-0.42	1250	12%	0%	-0.091	-0.094	0.15	0.45	-0.7	1166	4.8	2.3	5.2	i	-4	4.0%
Cc1cc(C=C2C(=O)N(C)C(=S)N(C)C2=O)c(C)n1C1CCCCC1	-2.3%	-0.4	1166	5%	39%	-0.24	0.2	0.27	-0.75	-0.6	898	6.5	1.4	1.4	i	19	-0.4%
CC1(C)CSC(=NCc2ccccc2)N1	0.0%	-0.8	1219	10%	2%	0.97	-0.24	0.74	0.05	-0.1	1095	2.1	3.1	5.5	i	-7	-0.1%
CCCC/C(C)=C/[C@@H](NP(=O)(c1ccccc1)c1ccccc1)c1ccccc1	-3.2%	0.45	1126	2%	-15%	-0.19	-0.29	0.37	0.45	-2.1	489	2.6	3.4	8.8	i	-11	-0.6%
COc1ccc(OC)c(NP(=O)(Oc2ccc(Cl)cc2)Oc2ccc(Cl)cc2)c1	-0.3%	-0.37	1434	2%	-1%	-0.09	-0.3	-0.1	0.16	-2.3	1144	1.0	3.5	3.5	i	1	1.1%[50 µM]
Cc1nn(C)cc1/C=C1/CC2C3CC=C4CC(O)CCC4(C)C3CCC2(C)C1=O (stereo not given)	nt	nt	nt	nt	nt	-0.41	-0.087	-0.21	0.39	nt	nt	3.9	2.4	3.8	i	2	-0.5%
O=C(O)CSC(=S)N1CC2CC(C1)c1cccc(=O)n1C2 (stereo not given)	0.1%	0.72	1378	-1%	-10%	2	-0.23	1.6	-1.6	-1.0	1549	4.2	1.9	7.3	i	-3	0.1%
CCCCNC(=O)CN1C(=O)CN=C(c2ccccc2)c2ccccc21	nt	0.31	1129	1%	5%	-0.41	-0.23	0.61	-0.65	2.2	1342	nt	nt	nt	nt	nt	0.3%
Cc1cccn2c(=O)c3c(nc12)N1CCCCCC1C1(C3)C(=O)N(C)C(=O)N(C)C1=O (stereo not given)	nt	0.13	1325	1%	-6%	-0.54	-0.23	-0.35	0.47	-3.4	1062	nt	nt	nt	nt	nt	nt
CN(C)CCCN=Cc1c(O)n(Cc2ccco2)c(=O)[nH]c1=O	-6.4%	-0.1	1291	10%	0%	-0.37	-0.27	-0.09	0.44	-0.3	1126	4.0	3.0	0.0	i	16	0.5%
Nc1ccncc1Cl	nt	-1.1	1323	3%	-6%	1.2	-0.27	0.8	-0.74	0.1	1064	2.5	2.3	3.5	i	0	0.3%
COC(=O)[C@@H]1C[C@H]1[C@@H](NP(=O)(c1ccccc1)c1ccccc1)c1ccccc1	-3.6%	-0.15	937	-3%	7%	2.4	-0.13	1.4	-1.6	-1.5	521	3.5	3.6	8.8	i	5	0.6%
CCc1ccc(CN2CCN(Cc3ccc(SC)cc3)CC2)cc1	-1.4%	-0.74	1210	-7%	12%	1.2	-0.21	0.92	-1.2	1.2	1004	2.0	3.5	13	i	16	nt
Cc1ccnc(-n2c(C)cc(/C=C3\C(=O)NC(=S)N(C)C3=O)c2C)c1	2.9%	-0.03	1493	10%	16%	3.2	-0.29	2	-0.3	-0.4	986	6.2	2.2	0.3	i	12	1.4%[50 µM]
CNC(=O)OCc1n(C)cc[n+]1C	-0.7%	0.12	1161	3%	-4%	2.2	0.026	1.6	-2	nt	nt	2.4	5.0	12	i	-5	0.5%[50 µM]
Cc1ccc2c(c1)CCCN2N=O	13%	0.08	1295	0%	-1%	1.2	-0.17	1.1	-1.6	-2.1	527	1.9	1.3	7.5	i	-4	1.0%[50 µM]
Cc1ccc(-n2c(O)c(/C=N/c3ncc(Br)cc3Br)c(=O)[nH]c2=O)cc1	2.7%	0.58	1469	2%	-5%	1.4	-0.31	0.57	-0.62	-0.3	1506	1.3	3.0	1.1	i	-4	0.3%
CN1CCN(c2ccc([N+](=O)[O-])c(SCCO)c2)CC1	-0.4%	nt	nt	10%	19%	-0.45	-0.29	-0.33	0.91	-1.0	1601	2.4	1.4	6.9	i	-2	0.3%
CCC(=NCCCO)c1c(O)n(-c2ccc(OC)cc2)c(=O)[nH]c1=O	-1.1%	-0.25	1071	0%	13%	-0.45	-0.16	-0.21	1	1.5	1099	2.5	1.1	6.8	i	-1	-0.1%
C=CCn1c(O)c(C(C)=NCCC2=CCCCC2)c(=O)[nH]c1=O	3.2%	-0.74	1015	0%	7%	-0.036	-0.13	0.084	-0.15	-2.7	1236	1.6	2.0	5.7	i	-5	0.3%
COc1cc(CN=C(C)c2c(O)n(C3CCCCC3)c(=O)[nH]c2=O)cc(OC)c1	nt	-0.4	1479	6%	4%	-1.5	-0.26	-0.72	0.8	0.0	1281	nt	nt	nt	nt	nt	-0.2%
CC(C)(C)C(=O)c1cn(CC(=O)NCc2ccco2)c2ccccc12	0.5%	-0.35	1542	7%	-1%	0.086	-0.28	-0.28	-0.074	0.3	1423	2.3	2.9	6.8	i	0	-0.2%
O=C1CN=C(c2ccc(Br)cc2)c2c(sc3c2CCCC3)N1CCN1CCCCC1	0.4%	-0.26	1077	17%	8%	-0.24	-0.25	-0.37	0.86	-1.2	1082	3.6	1.9	8.7	i	-5	-0.1%
O=C(N/N=C1/CN2CCC1CC2)c1cc2ccccc2cc1O	0.7%	0.36	1479	15%	1%	0.021	-0.058	-0.6	-1.4	-2.3	1441	2.8	1.9	4.6	i	4	-0.4%
O=c1[nH]c(=O)n(CCC2=CCCCC2)c(O)c1C=NCc1cccnc1	1.1%	0.31	1232	3%	10%	1.6	-0.089	1.3	-1.7	-2.5	940	5.1	3.1	3.1	i	-13	-0.2%
C[N+]12CN3CN(CN(C3)C1)C2	-2.9%	-0.31	1216	39%	-5%	-0.75	-0.25	-0.079	0.69	0.4	1224	7.1	1.0	4.7	i	-5	-0.4%
O=C(CN1CC=C(c2ccccc2)CC1)NC(=O)NCc1ccccc1	-7.5%	-0.65	1330	5%	3%	0.27	-0.26	0.39	-0.1	-0.7	1125	1.4	1.4	3.5	i	30	3.5%
COc1ccc(Cn2c(O)c(C=NCCN3CCOCC3)c(=O)[nH]c2=O)cc1	-0.9%	0.74	1400	-4%	-6%	-0.4	-0.24	0.14	0.71	3.0	1404	2.4	2.4	7.3	i	5	2.0%
CN1C2CCC1CC(OC(=O)c1ccc(Cl)cc1)C2 (stereo not given)	-0.3%	-0.21	1666	0%	-7%	1.1	-0.34	0.25	-0.41	0.3	1290	4.0	2.9	12	i	10	0.5%
CC(C(=O)c1c[nH]c2ccccc12)N1CCN(C(=O)c2ccco2)CC1 (stereo not given)	nt	0.49	1412	7%	15%	-0.044	-0.25	-0.043	0.093	0.3	1291	nt	nt	nt	nt	nt	-1.3%
COCCCN1CCN(c2nnc3n2-c2sc(Br)cc2C(c2ccccc2Cl)=NC3)CC1	2.4%	nt	nt	6%	7%	-0.059	-0.18	-0.7	0.64	nt	nt	2.3	1.3	5.2	i	-3	0.4%[50 µM]
Cc1ccc(C2(O)CCN3CCCCC32)cc1 (stereo not given)	-0.6%	0.19	1182	0%	-2%	4	0.052	2.3	-2.5	-1.2	1208	3.7	1.7	5.6	i	4	0.5%
COc1ccc(-c2nn(CCC#N)cc2C(=O)Nc2ccccc2Br)cc1[N+](=O)[O-]	nt	-1.4	1086	1%	6%	0.14	-0.68	0.28	-0.2	0.6	1355	nt	nt	nt	nt	nt	0.4%
N=C1c2ccccc2CN1NC(=O)c1ccc(F)cc1	-2.3%	-0.17	1423	1%	18%	-0.87	0.17	-0.053	1.4	1.6	1400	2.2	1.5	0.9	i	8	4.1%
CCN1CCN(Cc2nnnn2C(C)(C)C)CC1	2.1%	2.4	1298	5%	10%	-0.25	-0.12	-0.22	0.29	-3.3	1455	3.0	1.9	4.3	i	10	nt
CC1(C)Cc2c(C#N)c(N3CCNCC3)nc(-c3ccco3)c2CS1	nt	-0.25	828	2%	-1%	0.42	2.8	0.89	-5.9	1.4	1236	nt	nt	nt	nt	nt	i
COc1ccccc1CN1CCCC(C(=O)c2ccccc2SC)C1 (stereo not given)	-3.0%	-0.85	1557	2%	1%	0.073	-0.21	-0.16	-0.36	-0.9	973	3.2	1.2	4.8	i	19	0.5%

These rows are one share of the data; rates above refer to the full screens.
